IMPase inh: qHTS Assay for Identifying the Cell-Membrane Permeable IMPase Inhibitors; Inositol monophosphatase 1 (Rattus norvegicus), P97697; CHO-M1 cells, IP1 accumulation, HTRF TR-FRET ratio; inhibition (IP1 accumulation), % at 46.1 µM; 120,000 tested, under 10 active; AID 901, 2007; active = well fitted curve in the direction sought with a large enough effect in the signal ratio, not every such curve was filed as active; inconclusive = small, poorly fitted or top-dose-only effect, or a change in a side signal; inactive = no such curve, though single readings can be large or run the other way; the % refers to the signal ratio;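 note: cells stimulated with carbachol in lithium chloride buffer; plate controls were DMSO basal wells for no effect and reference inhibitor wells for full effect; higher means more IMPase inhibition seen as more IP1 and lower FRET ratio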
Target sequence (P97697 whole entry, looked up): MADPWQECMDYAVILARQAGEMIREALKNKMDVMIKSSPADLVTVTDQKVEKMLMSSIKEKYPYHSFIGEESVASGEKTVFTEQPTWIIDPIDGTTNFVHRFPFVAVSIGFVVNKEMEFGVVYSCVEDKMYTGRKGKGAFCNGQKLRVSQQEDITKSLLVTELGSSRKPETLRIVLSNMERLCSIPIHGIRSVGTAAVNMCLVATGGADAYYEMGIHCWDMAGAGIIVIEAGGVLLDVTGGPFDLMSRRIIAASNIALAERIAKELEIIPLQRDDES
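Carbachol-driven Gq signalling in CHO-M1 cells (2000/well) generates IP1. Compounds that block IMPase raise IP1 and so reduce the FRET signal from Eu-anti-IP1 and d2-IP1 after a 10 min room-temperature lysis.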
PNC assembly inh: High Content Assay for Compounds that inhibit the Assembly of the Perinucleolar Compartment | PC3M PTB-GFP, PNC prevalence imaging, 16 h; hits give low values | activity change (PNC), negative = inhibition, % at 10 µM | 140,000 compounds, 3.1% hits | AID 2417, 2010;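 active = readout at or below -70, meaning at least 70% loss of cells showing the perinucleolar compartment, a nuclear body marking cancer cells; inconclusive = readout between -30 and a set limit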;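 note: plate controls were DMSO wells for no effect and camptothecin positive control wells for full effect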
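Read-out is percentage of cells bearing a perinucleolar compartment, from automated 20x imaging of fixed, Hoechst-stained PC3M PTB-GFP cells. Cells were seeded 4 h, then exposed 16 h to compound (23 nl of library stock) in duplicate plates.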
ALOX12 inhib: qHTS Assay for Inhibitors of 12-hLO (12-human lipoxygenase); 150,000 compounds, 0.12% hits; purified 12-hLO, xylenol orange hydroperoxide absorbance; AID 1452, 2008; Polyunsaturated fatty acid lipoxygenase ALOX12 (Homo sapiens), P18054; Potency, µM (series often up to 57.1 µM), for inactives: top-dose activity change, negative = inhibition, most hits filed as inhibitors; note: potency is the fitted concentration of half-maximal effect; nearly all actives have a fitted effect of over 55% in size; many of its hits are not listed in these tables
Target sequence (P18054 whole entry, looked up): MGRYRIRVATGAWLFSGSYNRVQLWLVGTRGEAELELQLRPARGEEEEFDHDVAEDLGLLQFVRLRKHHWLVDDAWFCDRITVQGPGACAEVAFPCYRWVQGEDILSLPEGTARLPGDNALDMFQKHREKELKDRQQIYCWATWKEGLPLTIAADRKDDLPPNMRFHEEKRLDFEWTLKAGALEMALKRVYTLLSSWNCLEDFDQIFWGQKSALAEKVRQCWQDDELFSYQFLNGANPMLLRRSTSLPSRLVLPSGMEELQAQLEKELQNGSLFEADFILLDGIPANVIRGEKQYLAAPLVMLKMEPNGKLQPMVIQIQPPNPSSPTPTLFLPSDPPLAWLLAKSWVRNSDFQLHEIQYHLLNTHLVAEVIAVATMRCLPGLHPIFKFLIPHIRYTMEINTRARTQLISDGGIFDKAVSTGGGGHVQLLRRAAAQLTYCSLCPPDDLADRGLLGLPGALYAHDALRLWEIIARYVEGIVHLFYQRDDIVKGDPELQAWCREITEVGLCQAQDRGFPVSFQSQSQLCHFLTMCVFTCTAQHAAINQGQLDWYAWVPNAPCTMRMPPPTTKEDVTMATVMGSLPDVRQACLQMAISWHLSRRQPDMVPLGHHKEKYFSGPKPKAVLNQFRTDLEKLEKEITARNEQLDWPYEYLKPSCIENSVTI
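Lipoxygenase turnover measured by absorbance at 573 and 405 nm after Fe-XO development. Human 12hLO 150 nM, arachidonate 40 uM, pH 7.0 Hepes buffer with detergent; 15 min compound preincubation, 30 min reaction.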
15-hLO-2 inh: qHTS Assay for Inhibitors of 15-hLO-2 (15-human lipoxygenase 2) | Potency, µM (doses to about 57.1 µM), for inactives: at the highest dose activity change, negative = inhibition, actives largely listed as inhibitors | 110,000 compounds, 0.56% hits | Polyunsaturated fatty acid lipoxygenase ALOX15B (Homo sapiens), O15296 | purified 15hLO-2, xylenol orange hydroperoxide absorbance; note: potency is the fitted concentration of half-maximal effect; nearly all actives have a fitted effect of over 60% in size; many of its hits are not listed in these tables
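Screening format was qHTS against 50 nM purified 15hLO-2 in Hepes pH 7.5 with detergent. Activity follows hydroperoxide formation from 45 uM arachidonic acid, measured as 573:405 nm absorbance ratio of the ferric-xylenol orange complex.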
The depositor's hits bear a star; ? = inconclusive; / = no result given; & = joins results of further samples; [ ] = another dose, or the depositor's remark. Unless noted, calls come from the whole dose curve; as a rule, active = well fitted curve in the direction sought with a large enough effect; inconclusive = small, poorly fitted or top-dose-only effect, or another doubt; inactive = no such curve, though single readings can be large; an effect the other way counts as inactive or inconclusive. Unless noted, % is set by controls: 0 for no effect and ±100 for the full control effect. Not all compounds are listed, so the mix of outcomes need not match the whole.

SMILES	IMPase inh	PNC assembly inh	ALOX12 inhib	15-hLO-2 inh
CCC(C(=O)Nc1ccncc1)c1ccccc1 (stereo not given)	/	10	-5%	/
O=C(C1CCC1)N1CCc2cc(S(=O)(=O)NC3CCCc4ccccc43)ccc21 (stereo not given)	-1	28	4%	-4%
OCCN1CCN(C(=S)c2ccc(Cl)c(Cl)c2)CC1	12	-15	-21%	-6%
Cc1ccsc1/C=C1/SC(N2CCOCC2)=NC1=O	8	-2	-1%	/
O=C(O)C(CCCCN1C(=O)c2ccccc2C1=O)N1C(=O)c2ccccc2C1=O (stereo not given)	2	-28	-4%	15%
COc1ccc(OC)c(NC(=O)CCN2CCN(Cc3ccccc3)CC2)c1	7	40	1%	11%
Cn1c(NC(=O)c2ccc(S(=O)(=O)N3CCCCC3)cc2)cc(=O)n(C)c1=O	/	42	-1%	/
Cc1cccc(NC(=O)C2SC(=Nc3c(C)cccc3C)C(C(=O)N3CCOCC3)=C2N)c1 (stereo not given)	-1	-17	1%	/
Cn1cc(/C=C2/SC(=O)N(c3ccccc3)C2=O)c2ccccc21	3	68	4%	?
Cc1ccccc1-c1cncnc1NCCN1CCOCC1	/	/	-4%	4%
Cc1ccc2nc(SC(C)C(=O)NCc3ccc4c(c3)OCO4)[nH]c2c1 (stereo not given)	4	-17	-1%	/
Cc1cc(C(=O)O)c(CSCc2cc(C(=O)O)oc2C)o1	5	5	5%	-2%
CC(C)Cn1nc(NS(=O)(=O)c2ccccc2)c2cc3ccccc3nc21	-4	-15	3%	-6%
O=C(Nc1cccc2c1[nH]c1ccccc12)C(F)(F)F	-6	26	-3%	/
CCCNS(=O)(=O)c1ccc(OCC(=O)NCCCOC)cc1	-5	?	0%	/

A different layout for 5 compounds above:
Sequence of screens – IMPase inh | PNC assembly inh | ALOX12 inhib | 15-hLO-2 inh
CCC(C(=O)Nc1ccncc1)c1ccccc1 (stereo not given)
    / | 10 | -5% | /
O=C(C1CCC1)N1CCc2cc(S(=O)(=O)NC3CCCc4ccccc43)ccc21 (stereo not given)
    -1 | 28 | 4% | -4%
OCCN1CCN(C(=S)c2ccc(Cl)c(Cl)c2)CC1
    12 | -15 | -21% | -6%
Cc1ccsc1/C=C1/SC(N2CCOCC2)=NC1=O
    8 | -2 | -1% | /
O=C(O)C(CCCCN1C(=O)c2ccccc2C1=O)N1C(=O)c2ccccc2C1=O (stereo not given)
    2 | -28 | -4% | 15%

The main list resumes, repeating the three entries before the break.
SMILES	IMPase inh	PNC assembly inh	ALOX12 inhib	15-hLO-2 inh
CC(C)Cn1nc(NS(=O)(=O)c2ccccc2)c2cc3ccccc3nc21	-4	-15	3%	-6%
O=C(Nc1cccc2c1[nH]c1ccccc12)C(F)(F)F	-6	26	-3%	/
CCCNS(=O)(=O)c1ccc(OCC(=O)NCCCOC)cc1	-5	?	0%	/
CCC(=O)N1CCN(c2ccc(NC(=O)c3ccc4c(c3)OCO4)cc2)CC1	12	-9	-2%	9%
COc1cc2ccccc2cc1C(=O)Nc1cccnc1	-18	12	-9%	3%
COc1ccc(NCc2nnc(SCC(=O)NCc3ccccc3)n2-c2ccccc2OC)cc1	12	-106*	-11%	/
CC(C)c1onc(C(=O)N2CCN(Cc3ccccc3)CC2)c1[N+](=O)[O-]	/	16	-2%	/
COC(=O)c1ccc(NC(=O)CSCc2ccc(C)cc2)cc1	1	15	-10%	-8%
O[C@H](CN1CCN(c2cccc(Cl)c2)CC1)C(c1ccccc1)c1ccccc1	6&-1	/	-26%&-7%	18%&39%
Cc1ccc(C(=O)c2no[n+]([O-])c2C(=O)c2ccc(C)cc2)cc1	/	12	0%	/
COc1ccc(Cn2nnnc2C(c2cccnc2)N2CCN(c3ccc(O)cc3)CC2)cc1 (stereo not given)	5	-4	-3%	-29%
O=C(C1CCCN(S(=O)(=O)c2cccnc2)C1)N1CCN(c2ccccn2)CC1 (stereo not given)	-1	114	5%	/
CSCCC(NC(=O)c1ccc(C)o1)C(=O)O (stereo not given)	0	9	-3%	10%
NC(=O)C1CCN(C(=O)c2ccco2)CC1	-6	-81*	4%	/
COc1ccc2c(c1)C1=NN(/C(C)=C/C(C)=O)C(c3ccc(F)cc3)C1CC2 (stereo not given)	/	-14	-10%	/
Cc1[nH]c(=S)n(CC2CCCO2)c1C (stereo not given)	5	14	-6%	-14%
O=S(=O)(c1ccc2c(c1)nc(COc1ccc(Cl)cc1)n2CC1CCCO1)N1CCOCC1 (stereo not given)	-1	?	-1%	19%
CCC1=C2CC[C@H]3C(=O)N(CC(=O)OC)C(=O)[C@H]3[C@H]2[C@@]2(C)C(=O)N(CC3CC3)C(=O)N2C1=O	/	/	3%	1%
CC(=O)Nc1ccc(NC(=O)C(C)O/N=C/c2cccc([N+](=O)[O-])c2)cc1 (stereo not given)	6	11	4%	-4%
C=C(C)C1CC=C(C)/C(=N/NC(=O)CNc2ccc(C)cc2C)C1 (stereo not given)	/	13	-1%	/
CCOc1ccc(NC(=O)C23CC4CC(C2)CC(c2ccccc2)(C4)C3)cc1	9	18	6%	/
COc1ccc(S(=O)(=O)N2CCC[C@H]2C(=O)NC2=NCCS2)cc1	-1	77	1%	1%
CC(=O)Nc1ccc(Nc2nc(C)c([N+](=O)[O-])c(Nc3ccccc3)n2)cc1	/	17	-1%	/
CN(CCNC(=O)c1cn(C)c2ccc(S(=O)(=O)N(C)C)cc2c1=O)CCc1ccccc1	13	-22	1%	11%
CCC(NS(=O)(=O)c1ccc(C)cc1)C(=O)O (stereo not given)	12	1	-5%	-8%
O=C(Nc1cc(Sc2ccccn2)cc([N+](=O)[O-])c1)c1ccc([N+](=O)[O-])cc1	9	60	0%	/
N/N=C1/c2ccccc2N[C@H]1OC(=O)Nc1ccccc1	/	/	4%[11.4 µM]	-4%[11.4 µM]
CCC(C)NC(=O)C1CCC(=O)N(c2ccc3c(c2)OCO3)C1c1ccc(OC)cc1 (stereo not given)	-4	-18	5%	-3%
CCOc1ccc(OCC(=O)NCCc2nc3ccccc3[nH]2)cc1	-1	10	-2%	11%
CCCCCCC(=O)Nc1nnc(CC)s1	?	-29	0%	/
NC(=O)c1c(NC(=O)CN2CCOCC2)sc2c1CCC2	4	36	0%	0%
COc1ccccc1CNC(=O)c1cc2c(C)nn(Cc3ccc(F)cc3)c2s1	3	?	-13%	-6%
O=C(N/C(=C\c1cn(-c2ccccc2)nc1-c1ccccc1)C(=O)N1CCOCC1)c1ccccc1	-11	20	-3%	/
COc1ccccc1C(=O)n1nc(C)cc1C	-2	-27	-1%	-6%
O=C(/C=C/c1ccc2c(c1)OCO2)c1ccc(F)cc1	/	58	0%	/
Oc1oc(-c2cccc3ccccc23)nc1/C=N/c1nccs1	4	?	-2%	/
COc1cccc(=O)c2c(C)oc(C)c12	2	-24	-7%	0%
Cc1ccc2nc3sc(C(=O)Nc4ccc(N5CCOCC5)cc4)c(N)c3cc2c1	-5[1.84 µM]	4	-4%	9%[11.4 µM]
Cc1cc(C)c2nc(N)sc2c1	11	-14	-2%	9%
CCOc1cccc(C(=O)N(Cc2ccco2)C2CCS(=O)(=O)C2)c1 (stereo not given)	-5	130	0%	/
CNCc1ccccc1Sc1cccc(O)c1	/	?	4%	/
CCOC(=O)Cc1csc2nc3sc(C)c(C)c3c(=O)n12	-1[1.84 µM]	2	6%	0%[11.4 µM]
C/C(=N\NC(=O)Cc1cccn1C)c1ccc2ccccc2c1	1	20	-2%	4%
COC(=O)C1C(=O)C2=C(CC1C)NC(=O)CC2c1ccccc1 (stereo not given)	-1	?	0%	1%
CCOc1nc(-c2ccccc2)ccc1-c1noc(COC)n1	-3	358	-12%	/
Cc1nn(C)c(C)c1S(=O)(=O)N1CCC(C(=O)NC2CCCc3ccccc32)CC1 (stereo not given)	3	?	-4%	4%
Cc1ccc(CCN2CC(C(=O)NCCCN3CCCCCC3)CC2=O)cc1 (stereo not given)	11	-27	-1%	12%
O=C(Nc1ccccn1)c1ccc(COc2ccccc2Cl)o1	17	-7	-19%	/
CCCN(CCC)Cc1cc2ccccc2c2c1COC2	11	36	3%	16%
Nc1ncnc2c1ncn2[C@H]1O[C@@H](CO)[C@@H](O)[C@H]1N	/	/	-5%[11.4 µM]	-11%[11.4 µM]
CCCCC(NS(=O)(=O)c1ccc(C)cc1)C(=O)Oc1ccc2c3c(c(=O)oc2c1)CCC3 (stereo not given)	/	?	0%	/
C=CCc1ccccc1OCC(CN1CCCCC1)OC(C)=O (stereo not given)	8	-4	-3%	0%
COc1ccc(CNC(=O)c2noc3c2CCCC3)cc1	-1	?	-6%	-8%
COc1ccc2oc(C(=O)OCC(=O)NCCN3C(=O)CSC3=O)c(C)c2c1	6	?	-3%	/
Cc1onc(-c2c(F)cccc2Cl)c1C(=O)OCC(=O)Nc1c(C)n(C)n(-c2ccccc2)c1=O	7	41	6%	-14%
O=C(CSc1nnc(COc2ccccc2)n1-c1ccccc1)c1ccccc1	3	-15	-9%	-2%
O=C1NC(c2cc3c(cc2Cl)OCO3)Oc2ccccc21 (stereo not given)	-5	58	0%	-1%
O=C(Nc1ccc(O)cc1)/C(=C\c1cccs1)NC(=O)c1ccccc1	/	-28	-2%	/
Cn1c2c(c(=O)n(C)c1=O)CN(Cc1ccc(F)cc1)CN2	-12	?	1%	-2%
Cc1ccc(S(=O)(=O)NC(C)C(=O)NC2CCCCCC2)cc1 (stereo not given)	12	13	-10%	-6%
Cc1cccc(C(=O)NCCNC(=O)c2cccc(C)c2)c1	/	-11	3%	/
CCCc1nc2ccccc2n1CCOc1ccccc1	11	25	-2%	22%
CNc1ccc(/C=C/C(=O)c2cccc3ccccc23)cc1[N+](=O)[O-]	/	7	4%	/
New compounds follow
SMILES	IMPase inh	PNC assembly inh	ALOX12 inhib	15-hLO-2 inh
CCn1c(=O)c2c(cnn2C)c2ccccc21	2	-14	-7%	-4%
O=C(COc1ccc(Cl)cc1Cl)NC(=S)N1CCCc2ccccc21	7	-1	-15%	?
O=C(O)C1CCN(c2nc(-c3ccccc3)nc3c2oc2ccccc23)CC1	11	1	-1%	-16%
CC1=N/C(=C\c2ccc([N+](=O)[O-])cc2)C(=O)N1c1ccc(Br)c(C)c1	-7	-27	-9%	-28%
COc1ccc(NC(=O)/C=C/C(=O)O)cc1Cl	-8[1.84 µM]	33	-2%	10%[11.4 µM]
Cc1c(/C=N/NC(=O)C(C)(C)Oc2ccc(Cl)cc2)cnn1C	4	-6	-4%	-4%
Cc1ccnc(NS(=O)(=O)c2ccc(NC(=O)C34CC5CC(CC(C5)C3)C4)cc2)n1	7	5	11%	-4%
CCOC(=O)c1c(NC(=O)CSc2nc3ccccc3o2)sc(C(C)=O)c1C	/	71	-8%	/
COc1ccccc1NC(=O)CSc1nnnn1C	6	?	-6%	3%
C=CCn1c(=O)n(CCOC)c(=O)c2sc3ccccc3c21	-1	-25	-1%	-1%
O=C(Nc1cccc(-c2nnc(-c3ccccc3)o2)c1)C1CCCO1 (stereo not given)	4	14	-4%	0%
N#CC1=C(SCC(=O)c2ccc(Br)cc2)NC2=C(C(=O)CCC2)C1c1ccco1 (stereo not given)	-1	11	?	-10%
COc1cc2c(cc1OC)CN(C(=O)c1ccc(S(=O)(=O)N3CCCCC3)cc1)CC2	/	20	-5%	/
O=C(Cc1ccc2cccnc2c1)c1ccc(O)cc1O	0	-5	-15%	4%
CCCCn1cnc2c(cnn2-c2ccc(Cl)cc2)c1=O	3	-11	2%	/
CC1CCCCN1S(=O)(=O)c1ccc(S(=O)(=O)NCCc2ccncc2)cc1 (stereo not given)	0	329	2%	/

Screening data: PubChem, National Center for Advancing Translational Sciences (NCATS)
